High-throughput results from PubChem BioAssay.
NPSR antagonist: qHTS Assay for Antagonists of the Neuropeptide S Receptor: cAMP Signal Transduction; Q6W5P4; CHO-NPSR cells, cAMP TR-FRET, antagonist mode; Potency, µM (titrated, usually from 38.3 µM), for inactives: top-dose activity change, negative = inhibition, hits mostly inhibitors; 220,000 compounds, 1% hits; AID 1461, 2008; note: potency is the fitted concentration of half-maximal effect; % is set by controls: 0 for no effect and ±100 for the full control effect; nearly all actives have a fitted effect of over 50% in size; many of its hits are not listed in these tables
CBFb RUNX1 block: qHTS Assay for Compounds Blocking the Interaction Between CBF-beta and RUNX1 for the Treatment of Acute Myeloid Leukemia. Runt-related transcription factor 1 (Homo sapiens) + Core-binding factor subunit beta …. AlphaScreen CBFb-His/RUNX1-biotin binding, biochemical. Potency, µM (series often up to 59.8 µM), for the others: at the top dose activity, negative = inhibition, hits mostly inhibitors. 230,000 tested, under 10 active; note: % of control where 0% means no effect
Target sequence (Q01196 whole entry, looked up): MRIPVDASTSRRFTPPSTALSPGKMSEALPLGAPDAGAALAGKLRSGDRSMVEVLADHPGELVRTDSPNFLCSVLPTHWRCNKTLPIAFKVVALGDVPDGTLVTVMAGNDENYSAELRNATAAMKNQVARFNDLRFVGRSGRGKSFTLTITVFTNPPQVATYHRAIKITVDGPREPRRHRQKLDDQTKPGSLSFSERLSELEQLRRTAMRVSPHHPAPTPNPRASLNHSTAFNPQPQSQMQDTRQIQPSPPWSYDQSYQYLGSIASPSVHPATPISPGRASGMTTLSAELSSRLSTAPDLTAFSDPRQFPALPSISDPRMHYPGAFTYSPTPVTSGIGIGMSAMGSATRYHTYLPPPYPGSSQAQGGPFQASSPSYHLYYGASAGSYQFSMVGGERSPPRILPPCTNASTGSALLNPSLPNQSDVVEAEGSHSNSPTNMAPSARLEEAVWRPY
Target sequence (Q13951 whole entry, looked up): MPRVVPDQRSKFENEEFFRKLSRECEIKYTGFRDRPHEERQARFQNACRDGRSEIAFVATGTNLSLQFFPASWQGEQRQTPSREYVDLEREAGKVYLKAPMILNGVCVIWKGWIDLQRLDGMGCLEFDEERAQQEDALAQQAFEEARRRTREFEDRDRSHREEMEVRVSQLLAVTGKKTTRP
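Compounds were screened at multiple concentrations against a preformed CBF-beta(His)/RUNX1(biotin) complex (30 nM of each) for 15 min at room temperature, followed by 90 min with nickel and streptavidin beads and AlphaScreen reading.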
Luc counter: Counterscreen for Luciferase (Kinase-Glo TM) Inhibition | Luciferin 4-monooxygenase (Photuris pensylvanica), Q27757 | Kinase-Glo luciferase, ATP luminescence, 8 min | Potency, µM (series often up to 38.3 µM), without a hit: top-dose activity change, negative = inhibition, actives largely listed as inhibitors | 200,000 compounds, 0.28% hits; note: potency is the fitted concentration of half-maximal effect; % is set by controls: 0 for no effect and ±100 for the full control effect; nearly all actives have a fitted effect of over 60% in size
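Light output from Kinase-Glo luciferase with luciferin and 10 uM ATP in 50 mM imidazole pH 7.2, KCl, MgCl2, Tween 20, BSA; compound pin-delivered, 8-min ambient incubation, then luminescence read.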
IMPase Li inh: qHTS Assay for Identifying the Cell-Membrane Permeable IMPase Inhibitors: Potentiation with Lithium | CHO-M1 cells, IP1 TR-FRET (IP-One), carbachol + lithium | Potency, µM (titrated, usually from 59.4 µM), inactives show at the highest dose activity, negative = IMPase inhibition, hits mostly inhibitors | 210,000 compounds, 0.35% hits | AID 1457, 2008;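 note: IP1 builds up when IMPase is blocked and the TR-FRET signal falls; potency is the fitted concentration of half-maximal effect; plate controls were basal vehicle for no effect and high inhibitor control for full effect; nearly all actives have a fitted effect of over 50% in size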
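Readout is a homogeneous TR-FRET IP1 immunoassay (Ex 320, Em 665 and 620), where raised cytosolic IP1 lowers signal. Cells were CHO-M1 treated 30 min at 37C with test compounds plus a little lithium; AC50 values came from Hill-equation fitting.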
Lamin A splicing: qHTS Assay for Modulators of Lamin A Splicing; HeLa LMNA splicing GFP/RFP minigene ratio, 48 h; Potency, µM (highest dose often 46.1 µM), for inactives: at the highest dose ratio change, negative = inhibition, usual class: inhibitors; 200,000 compounds, 0.01% hits; AID 1487, 2009; active = well fitted inhibition curve with a large enough effect in the signal ratio, with a control signal flat, not every such curve was filed as active; inconclusive = small, poorly fitted or top-dose-only effect, or effect the other way, or a change in a side signal; the % refers to the signal ratio; note: potency is the fitted concentration of half-maximal effect; % is set by controls: 0 for no effect and ±100 for the full control effect
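Read-out is the ratio of GFP to DsRed2 object intensity, acquired by 488 nm laser-scanning cytometry on HeLa lamin A-EGFP minigene reporter cells. Compound incubation 48 hrs at 37 °C in Opti-MEM with 2% FBS; DMSO 0.5% final.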
Epigenetic reg: Quantitative High-Throughput Screen for Regulators of Epigenetic Control | Potency, µM (highest dose often 53.9 µM), without a hit: at the top dose GFP activation, hits mostly activators | AID 1865, 2009 | 280,000 compounds, 0.2% hits | murine LDR cells, GFP reporter derepression, 30 h; note: potency is the fitted concentration of half-maximal effect; % of control where 0% means no effect; nearly all actives have a fitted effect of over 60% in size
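Murine LDR cells carrying a silenced, genomically integrated CMV-driven GFP reporter were exposed to compound for 30 hours at 37 C. After PBS washes, GFP-positive cells (20–120 um objects) were counted by laser-scanning microplate cytometry.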
aGal spleen mod: qHTS Assay for Inhibitors and Activators of Human alpha-Galactosidase From Spleen Homogenate; Alpha-galactosidase A (Homo sapiens), P06280; human spleen homogenate, 4MU-alpha-Gal fluorescence, 40 min; Potency, µM (series often up to 80 µM), inactives show at the top dose activity change, negative = inhibition, actives largely listed as inhibitors; 240,000 compounds, 0.008% hits;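 note: potency is the fitted concentration of half-maximal effect; 0% = enzyme with vehicle and -100% = no enzyme basal signal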
Target sequence (P06280 32-429 limits assumed): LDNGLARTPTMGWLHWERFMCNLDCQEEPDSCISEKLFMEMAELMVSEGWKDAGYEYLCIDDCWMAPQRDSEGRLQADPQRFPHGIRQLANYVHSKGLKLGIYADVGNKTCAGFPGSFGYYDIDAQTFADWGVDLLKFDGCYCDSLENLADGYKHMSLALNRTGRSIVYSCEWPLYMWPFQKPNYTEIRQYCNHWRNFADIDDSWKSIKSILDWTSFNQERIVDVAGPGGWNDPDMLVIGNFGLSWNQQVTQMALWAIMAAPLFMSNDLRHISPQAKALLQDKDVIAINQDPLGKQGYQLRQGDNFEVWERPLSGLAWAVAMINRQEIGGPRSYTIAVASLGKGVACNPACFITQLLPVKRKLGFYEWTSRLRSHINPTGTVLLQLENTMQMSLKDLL
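Fluorogenic readout (Ex 365/Em 440 nm) of 4-methylumbelliferone released from 1 mM 4-MU-alpha-galactoside by spleen homogenate, 40 min at 37C, pH 5.0. Data normalized to no-enzyme and enzyme controls; Hill-equation AC50 from compound titrations.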
* = called active by the depositor; ? = inconclusive; . = not tested or not shown; [ ] = another dose, or the depositor's remark. Unless noted, calls come from the whole dose curve; as a rule, active = well fitted curve in the direction sought with a large enough effect; inconclusive = small, poorly fitted or top-dose-only effect, or another doubt; inactive = no such curve, though single readings can be large; an effect the other way counts as inactive or inconclusive. A portion of the library (hit frequency here may not be typical).

SMILES	NPSR antagonist	CBFb RUNX1 block	Luc counter	IMPase Li inh	Lamin A splicing	Epigenetic reg	aGal spleen mod
CC(=O)OCc1c(F)c(F)c(-n2nc(C)cc2C)c(F)c1F	-12%[46.1 µM]	2%	-3%	-9%[38.3 µM]	-3%	0.2%	-1%
COc1ccc(N=C2NC(=O)/C(=C/c3ccco3)S2)cc1	-8%	-5%	.	.	.	-1.4%	-1%
COc1cccc(C(c2c(C)[nH]n(-c3ccccc3)c2=O)c2c(C)[nH]n(-c3ccccc3)c2=O)c1O	0%[46.1 µM]	3%	-3%	-21%[38.3 µM]	0%	7.7%	-9%
COc1ccccc1N=Cc1nc(-c2ccccc2)oc1OC(C)=O	-23%[46.1 µM]	12%	6%	27%	-7%	8.3%	2%
CN(C)c1ccc(C(O)P(=O)(OCc2ccccc2)c2ccc(N(C)C)cc2)cc1 (stereo not given)	-8%	-16%	.	.	.	1.6%	4%
Cc1ccc(CN2CCN(Cc3ccc(-n4cccn4)cc3C)CC2CCO)cc1 (stereo not given)	38%	7%	.	17%	.	-1.2%	1%
CC(C)(C)c1ccc(C2CC2C(=O)N/N=C\c2cc3ccccc3nc2Cl)cc1 (stereo not given)	-6%[46.1 µM]	5%	-3%	35%[activator][38.3 µM]	11%	0.0%	-2%
Cn1nc(C(=O)N2CCCc3ccccc32)c2ccccc2c1=O	5%	-10%	6%	-1%	11%[9.22 µM]	-1.3%	2%
O=C(NCc1ccc2c(c1)OCO2)c1ccc(-c2ccc(Cl)cc2)o1	-9%[46.1 µM]	-7%	-5%	9%[38.3 µM]	?	0.4%	9%
Cc1cccc(C)c1OCc1nnc(SCC(=O)Nc2cccc(C(=O)N3CCOCC3)c2)n1C	8%	4%	0%	5%	5%	-1.9%	-11%
CNc1nnc(-c2cccc(N(C)C)c2)s1	-14%[46.1 µM]	9%	-5%	22%[38.3 µM]	1%	0.0%	-13%
Cc1ccc2c(c1)n([O-])c1c([n+]2=O)CCCC1	-9%[46.1 µM]	-1%	-1%	14%[38.3 µM]	15%	-0.3%	9%

An excerpt of these results, with two lines to a compound:
Under each structure: NPSR antagonist, CBFb RUNX1 block, Luc counter, IMPase Li inh, Lamin A splicing, Epigenetic reg, aGal spleen mod
Cc1cccc(C)c1OCc1nnc(SCC(=O)Nc2cccc(C(=O)N3CCOCC3)c2)n1C
→ 8%, 4%, 0%, 5%, 5%, -1.9%, -11%
CNc1nnc(-c2cccc(N(C)C)c2)s1
→ -14%[46.1 µM], 9%, -5%, 22%[38.3 µM], 1%, 0.0%, -13%

(further entries)
SMILES	NPSR antagonist	CBFb RUNX1 block	Luc counter	IMPase Li inh	Lamin A splicing	Epigenetic reg	aGal spleen mod
CCOc1cc(S(=O)(=O)NC2CC(C)(C)NC(C)(C)C2)ccc1F	-3%[46.1 µM]	0%	11%	-6%[38.3 µM]	-1%	-4.5%	1%
CCCCCC1CCC(c2n[nH]c(=S)n2C)CC1 (stereo not given)	-36%	-2%	-1%	12%	.	0.0%	-5%
CCOC(=O)c1sc(=S)n(-c2ccc(C)cc2)c1SC	?	6%	1%	17%[38.3 µM]	-2%	-1.3%	-3%
COC(=O)c1c(C(C)=O)cnc2ccc(Br)cc12	-6%[46.1 µM]	2%	.	.	-5%	0.0%	1%
CCN1C(=O)c2cccc3c(S(=O)(=O)Nc4ccccc4OC)ccc1c23	-10%[46.1 µM]	7%	-1%	24%[38.3 µM]	?	-1.1%	8%
O=C(Cc1ccccc1)N1CCN=C1SCc1cccc([N+](=O)[O-])c1	-22%	-22%	1%	7%	?	3.9%	-13%
CC(=O)Nc1nc(-c2ccccc2)c(-c2ccccc2)o1	11%	-5%	-1%	2%	?	-1.5%	4%
CC(/C=N/NC(=O)c1ccncc1)=C\c1ccco1	-24%	-5%	-7%	9%	19%[46 µM]	0.2%	0%
COC(=O)c1ccc(CSc2nnc(-c3c[nH]c4ccccc34)n2C)o1	-22%[46.1 µM]	?	4%	-5%[38.3 µM]	-15%	-2.9%	-5%
O=C1N/C(=N\N=C\c2cccs2)SC1Cc1ccc(Cl)c(Cl)c1 (stereo not given)	-1%	-1%	3%	-6%	.	1.5%	7%
CC(C1CC1)N(Cc1ccccc1)C(=S)Nc1ccccc1 (stereo not given)	-48%	-14%	-1%	9%	3%[46 µM]	-0.5%	3%
O=C(COc1ccc(Nc2ccccc2)cc1)OCC(=O)N1CCCCC1	-8%	?	.	.	.	-0.2%	3%
O=C(Nc1ccncc1)c1cccs1	-11%[46.1 µM]	-1%	-11%	-5%[38.3 µM]	?	5.0%	-9%
Cc1ccc(C)n1-c1nn(S(=O)(=O)c2cccc3cccnc23)c2cccc(F)c12	-40%	-17%	.	.	.	-4.7%	1%
CCOC(=O)N1CCN(C(=O)c2ccc(N(Cc3ccc(C)cc3)S(C)(=O)=O)cc2)CC1	-7%[46.1 µM]	3%	-1%	11%[38.3 µM]	-11%	0.1%	2%
Nc1nonc1C(=O)NCCNCc1c(OCc2ccccc2F)ccc2ccccc12	-6%[46.1 µM]	-6%	18%	37%[activator][38.3 µM]	-24%	2.5%	-17%
O=C(NCc1ccco1)c1ccc(Cn2cc([N+](=O)[O-])cn2)o1	-10%[46.1 µM]	-1%	-4%	12%[38.3 µM]	3%	-1.0%	-3%
Cc1ccc(C(C#N)N2CCOCC2)cc1 (stereo not given)	-8%[46.1 µM]	-6%	-5%	11%[38.3 µM]	-2%	-3.4%	4%
COc1ccccc1/C=N/N(C(C)=O)c1nc(-c2ccc(F)cc2)cs1	4%[46.1 µM]	3%	3%	17%[38.3 µM]	7%	0.7%	-13%
O=[N+]([O-])c1ccc(NC(=S)NCc2ccncc2)cc1	-5%	-1%	-2%	8%	5%[46 µM]	-1.1%	-2%
CN(C(=O)/C=C/c1cnc2ccccc2c1)C1CCCCC1	-26%	0%	-2%	4%	?	3.0%	2%
NC(=O)c1sc2nc(-c3ccco3)ccc2c1N	2%[46.1 µM]	?	-4%	?	?	-1.1%	7%
CC(=O)N/C(=C\c1ccccc1)C(=O)Nc1ccccc1C	20%	5%	-4%	-3%	.	2.2%	-2%
Cc1cc(C)c(C)c(S(=O)(=O)N2CCN(c3ccc(O)cc3)CC2)c1C	?	?	-2%	0%	?	-0.3%	2%
CN(CCC#N)C(=O)COC(=O)c1ccc(CNS(=O)(=O)c2ccc(F)c(Cl)c2)cc1	5%	0%	-1%	2%	-5%	-2.0%	1%
COc1ccc2c(c1)[nH]c1c(=O)n(CC3CCCO3)cnc12 (stereo not given)	-11%[46.1 µM]	6%	-1%	5%[38.3 µM]	4%	1.5%	-1%
COC(=O)c1ccc(C(NC(=O)OCc2ccccc2)/C(=C/[C@@H](C)C(=O)NCc2ccc(OC)c(OC)c2)c2cccnc2)cc1 (stereo not given in full)	.	.	-3%	-3%	.	2.4%	6%
CCOC(=O)c1c(C)[nH]c(C)c1C(=O)Cn1nnc(-c2ccccc2C)n1	-12%[46.1 µM]	2%	2%	17%[38.3 µM]	-4%	-1.1%	18%
OCCCNC(=S)Nc1ccc(Nc2ccccc2)cc1	6%	-4%	1%	1%	?	-1.2%	-3%
CCO[C@H]1OC(C(=O)NCc2nc3ccccc3[nH]2)=C[C@@H](C2CC2)[C@@H]1CCCO	-12%	16%	.	-1%	.	4.7%	13%
COC(=O)c1[nH]c2cccc(C)c2c1NC(=O)CN1CCN(C(=O)c2ccco2)CC1	-31%[46.1 µM]	5%	1%	-3%[38.3 µM]	3%	-5.8%	-3%
CSC1=NCCN1S(=O)(=O)c1ccc(C)cc1	11%	2%	-3%	-3%	.	-0.3%	6%
COc1cnn(-c2ccccc2)c(=O)c1OC	14%	3%	.	.	.	0.0%	-3%
CCc1nnc(NC(=O)CSc2nc(-c3ccccc3)nc3ccccc23)s1	-38%	1%	-2%	10µM*	-16%	0.0%	4%
CCS(=O)(=O)c1nc(S(=O)(=O)c2ccc(Cl)cc2)c(NCCOC)s1	0%	-5%	.	-5%	.	0.0%	-3%
OC[C@@H](O)[C@@H](O)CCc1ccccc1	.	7%	2%	6%	.	-1.1%	-10%
Cc1cc2ncn(CCC(=O)NC(C)(C)C)c2cc1C	-6%	4%	-3%	9%	.	8.0%	-1%
Nc1cccc(Oc2ccc3c(c2)C(=O)N(CC2CCCO2)C3=O)c1 (stereo not given)	2%	4%	.	.	.	-0.3%	6%
Nc1c(Cl)ncnc1N/N=C/c1cccc(O)c1	-14%	7%	.	.	.	1.1%	0%
COc1ccc(C2c3c(oc4ccccc4c3=O)C(=O)N2c2ccccn2)cc1 (stereo not given)	?	2%	1%	-3%[38.3 µM]	-3%	0.7%	-1%
Cc1cccc(OCc2nc(-c3ccc(Br)o3)no2)c1	2%	?	-1%	-1%	.	0.6%	-6%
Cc1cccc(SCC(=O)Nc2ccccc2[N+](=O)[O-])c1	-17%	-27%	2%	14%	.	-6.6%	0%
COc1cccc(-c2cncnc2NCc2cnc(C)cn2)c1	.	.	.	8%	?	.	16%
Cc1cccc(C)c1OCC(=O)Nn1c(=O)[nH]c2ccccc2c1=O	8%	-1%	-3%	-4%	.	-0.9%	4%
COc1ccccc1NC(=O)CN1CCN(c2ccccc2F)CC1	?	3%	1%	5%[38.3 µM]	15%	-1.1%	-1%
O=C(NC1=NCCS1)NC12CC3CC(CC(C3)C1)C2	-9%[46.1 µM]	19%	-4%	12%[38.3 µM]	-8%	-13%	0%
CC(NC(=O)C1CCC1)c1ccccc1 (stereo not given)	-8%[46.1 µM]	5%	-1%	13%[38.3 µM]	-2%	1.1%	2%
CCOC(=O)C(Cc1ccc(OC)c([N+](=O)[O-])c1)NC(=O)CCC(=O)Nc1ccc(C)cc1 (stereo not given)	-8%	-2%	-1%	4%	2%[46 µM]	-2.6%	-9%
CC(=O)Nc1ccc(/C=N/NS(=O)(=O)c2cc(C)ccc2C)cc1	-5%	-6%	.	.	.	0.1%	6%
C/C=C/C(=O)Nc1ccc(N2CCN(c3ccc(C(F)(F)F)cn3)CC2)nc1	10%	12%	.	.	.	-1.1%	-3%
O=C(OCc1nnc(-c2ccccc2)o1)C1CCN(S(=O)(=O)c2cccs2)CC1	-12%[46.1 µM]	3%	-2%	16%[38.3 µM]	4%	0.0%	-3%
